# Compound activity: PubChem BioAssay, several laboratories
# CAL PDZ inh – CAL PDZ peptide-binding inhibitors, primary screen, biochemical, fluorescence polarization, Cer-tagged CAL PDZ, HTS; Golgi-associated PDZ and coiled-coil motif-containing protein (Homo sapiens), Q9HD26; inhibition, % at 20 µM; purified CAL PDZ, TMR-peptide fluorescence polarization, 1 h; actives 0.02% (n = 330,000); AID 504414, 2011;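 active = highest replicate inhibition of at least 40%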;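 note: plate controls were DMSO neutral control wells for no effect and unlabeled competitor peptide control wells for full effect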
#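 System: purified tagged CAL PDZ domain construct (CerCALP). Schedule: 1 h incubation at room temperature before polarization reading. Medium: 25 mM sodium phosphate pH 7.4, 150 mM NaCl, TCEP, IgG, Thesit. Read-out: percent inhibition from loss of millipolarization. Measured by: FP readout, S and P plane fluorescence. Probe or stimulus: fluorescent TMR peptide probe.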
# DAGLB inh – DAGLB lipase inhibitors, primary screen, biochemical, fluorescence, HTS. Diacylglycerol lipase-beta (Homo sapiens), Q8NCG7. HEK293T DAGLB membrane lysate, EnzChek fluorogenic substrate. inhibition, % at 5.17 µM. actives 0.059% (n = 340,000); in the data active = inhibition above about 34%;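 note: 0% = enzyme with vehicle and 100% = wells lacking enzyme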
# Target sequence (Q8NCG7 whole entry, looked up): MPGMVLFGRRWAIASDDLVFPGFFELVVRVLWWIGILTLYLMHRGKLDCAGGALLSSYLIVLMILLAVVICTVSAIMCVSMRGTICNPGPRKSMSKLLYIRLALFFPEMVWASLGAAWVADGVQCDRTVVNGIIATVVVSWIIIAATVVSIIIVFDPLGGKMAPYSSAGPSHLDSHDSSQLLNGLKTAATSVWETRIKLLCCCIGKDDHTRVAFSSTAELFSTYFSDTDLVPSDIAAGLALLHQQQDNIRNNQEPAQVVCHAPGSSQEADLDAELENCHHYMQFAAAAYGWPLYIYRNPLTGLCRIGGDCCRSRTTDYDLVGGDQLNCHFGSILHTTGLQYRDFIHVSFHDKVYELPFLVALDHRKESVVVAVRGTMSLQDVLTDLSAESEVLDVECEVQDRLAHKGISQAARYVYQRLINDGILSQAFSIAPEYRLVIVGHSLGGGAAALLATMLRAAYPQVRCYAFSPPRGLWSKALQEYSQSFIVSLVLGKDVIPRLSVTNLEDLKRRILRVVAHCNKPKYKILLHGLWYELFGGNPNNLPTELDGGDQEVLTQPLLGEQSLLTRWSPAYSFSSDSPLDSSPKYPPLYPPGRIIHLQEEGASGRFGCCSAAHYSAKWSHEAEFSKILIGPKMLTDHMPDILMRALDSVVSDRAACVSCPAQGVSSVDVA
# AddAB inh – growth inhibition of E. coli expressing H. pylori AddAB, primary screen, AddAB inhibitor project, absorbance | AID 435030, 2010 | actives 0.29% (n = 330,000) | inhibition, % at 11.9 µM; in the data active = inhibition above about 12%;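 note: 0% = vehicle wells of infected cells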
# E coli growth – E. coli V3065 growth inhibition, primary screen, counter-screen for AddAB inhibitor project, absorbance, OD600 | AID 449728, 2010 | inhibition, % at 11.9 µM | actives 0.27% (n = 330,000) | 18 h;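 active = inhibition above the campaign's mean inhibition across all tested compounds plus 3 SD, cut at about 9.9% in these data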;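 note: uninfected addAB+ strain grown without phage in ampicillin broth; 0% = DMSO wells and 100% = ciprofloxacin 0.95 µg/ml wells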
# Wnt act – Wnt/beta-catenin pathway activators, primary screen, cell-based, plate reader, single point. Wnt/beta-catenin reporter cell assay, activator. activation, % at 9.35 µM. actives 1.2% (n = 300,000); in the data active = activation above about 30%, passing the limit was not always enough;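 note: 0% = neutral control wells and 100% = positive control wells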
# PfHsp90 set2 – growth inhibition of PfHsp90-expressing yeast, primary screen, antimalarial PfHsp90 inhibitor project, S. cerevisiae, BacTiter-Glo luminescence, single point, set 2; BacTiter-Glo ATP, 48 h; yeast lacking PDR1 and PDR3 efflux regulators; inhibition, % at 9.4 µM; actives 0.32% (n = 310,000); AID 504621, 2011;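 active = every replicate shows inhibition above about 80%, whatever the replicate mean, limit read from the data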;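 note: 0% = DMSO neutral controls and 100% = 20 µM radicicol positive controls; yeast relying on Plasmodium falciparum Hsp90 in place of its own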
# phage Ecoli inh – growth loss of phage-infected E. coli, primary screen, RecBCD inhibitor project, absorbance, with phage, HTS. inhibition, % at 11.9 µM. actives 0.26% (n = 360,000); in the data active = inhibition above about 11%
# PvdQ acylase – P. aeruginosa PvdQ acylase inhibitors, primary screen, biochemical, fluorescence, plate reader and imaging, single point. PvdQ acylase [Pseudomonas aeruginosa LESB58]. purified PvdQ acylase. inhibition, % at 10 µM. actives 0.063% (n = 340,000); in the data active = inhibition above about 30%, passing the limit was not always enough;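 note: 0% = vehicle neutral wells and 100% = reference inhibitor wells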
# Tat transport – E. coli Tat export inhibitors, primary screen, MC4100, TorA-mCherry reporter, fluorescence, single point | actives 0.036% (n = 340,000) | inhibition, % at 10 µM;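 active = mean replicate inhibition at least 50% and at least half of replicates individually reaching 50%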;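 note: exported cargo escapes ClpAP degradation while cytoplasmic cargo is degraded and loses fluorescence; 0% = median of neutral control wells and 100% = median of NaSCN control wells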
# Rtt109 HAT inh – inhibitors of C. albicans Rtt109/Vps75 HAT, primary screen, biochemical, ThioGlo CoA-SH fluorescence, plate reader | Histone acetyltransferase RTT109 (Candida albicans (strain SC5314 / ATCC MYA-2876)), … | purified Rtt109/Vps75, 4 h | inhibition, % at 34.9 µM | actives 0.16% (n = 330,000);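 active = inhibition of at least 50% in every replicate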
# Target sequence (Q5AAJ8 whole entry, looked up): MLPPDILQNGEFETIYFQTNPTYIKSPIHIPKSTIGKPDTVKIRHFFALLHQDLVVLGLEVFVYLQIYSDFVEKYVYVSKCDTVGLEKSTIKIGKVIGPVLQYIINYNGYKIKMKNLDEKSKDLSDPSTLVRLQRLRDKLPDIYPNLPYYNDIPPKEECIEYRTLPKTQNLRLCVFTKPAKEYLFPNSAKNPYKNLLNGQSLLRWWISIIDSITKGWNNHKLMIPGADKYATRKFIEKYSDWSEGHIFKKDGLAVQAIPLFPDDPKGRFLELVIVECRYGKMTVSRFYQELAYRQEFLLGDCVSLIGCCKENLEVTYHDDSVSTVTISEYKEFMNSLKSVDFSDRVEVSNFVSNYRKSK
# Numbers without * were called inactive; . = not tested or not shown. Compounds were not picked by outcome. Share with any hit: about 1.9%.
nr	SMILES	Wnt act	Tat transport	PvdQ acylase	Rtt109 HAT inh	E coli growth	DAGLB inh	CAL PDZ inh	phage Ecoli inh	PfHsp90 set2	AddAB inh
1	CC(=O)NC(Cc1ccccc1)C(=O)NC1CCN(C(=O)NC2CCCCC2)CC1 (stereo unspecified)	.	5.5	-6.2	-1.6	-0.1	3.3	0.1	-0.2	6.5	1.9
2	CCN(CC)CCNC(=S)Nc1ccc(F)cc1	0.3	-9.5	1.7	-10.4	3.4	-0.6	-0.4	1.4	9.3	1.7
3	Nc1nc2ccccc2n1C(=O)CCc1ccccc1	24.2	-1.0	-14.6	-3.0	-3.8	2.3	-0.9	-1.7	-23.0	-0.8
4	COC(=O)c1cc(=O)nc2sc3ccccc3n12	.	3.0	8.3	.	-0.4	2.3	-0.1	0.6	3.4	4.1
5	COc1ccccc1/C=C/C(C)=O	1.5	-4.8	5.9	1.2	0.6	-0.2	-1.0	0.6	21.4	-0.2
6	Cc1cc(C(=O)C(=O)N(C)C)c(C)n1-c1ccc([N+](=O)[O-])cc1	.	7.5	-15.6	-2.9	-0.9	0.3	0.6	3.9	10.7	-1.3
7	CN(c1ccc(OCC(=O)OCC(=O)Nc2cccc([N+](=O)[O-])c2)cc1)S(=O)(=O)c1ccc(F)cc1	1.7	-0.2	-8.2	4.5	0.2	-2.7	-0.3	-0.9	-2.4	1.4
8	NS(=O)(=O)c1ccc(NC(=S)NNC(=O)CCC(=O)Nc2ccccc2Cl)cc1	1.8	-4.1	-12.8	-2.7	-1.0	-1.2	-2.8	3.3	0.5	-0.8
9	Cc1c(C(=O)Nc2ccccc2N2CCN(C)CC2)oc2ccc(F)cc12	-12.4	5.2	8.1	-5.1	.	-5.4	-2.0	2.2	12.7	.
10	CN(Cc1ccncc1)C1CC(=O)N(c2ccc(F)cc2)C1=O (stereo unspecified)	-0.6	0.8	1.6	25.5	1.4	-4.0	-1.9	1.3	-3.5	4.8
11	COC(=O)/C(=N/Nc1ccccc1)N1CCCc2ccccc21	-0.4	2.1	16.5	.	1.0	-0.8	-2.6	2.9	-17.8	0.2
12	COc1ccc(S(=O)(=O)N2CCCCC2)cc1NC(=O)CCCOc1ccccc1	-3.8	15.3	-8.5	1.4	0.0	-2.4	0.5	0.0	-22.2	0.3
13	O=S(=O)(c1cccc2nsnc12)N1CCN(C/C=C/c2ccccc2)CC1	.	4.1	-13.0	14.3	1.5	-2.4	-0.8	3.4	53.0	-1.0
14	Cc1ccc(S(=O)(=O)OCC(=O)Nc2ccc(C(=O)O)c(O)c2)cc1	0.2	-2.9	-10.4	-3.3	.	1.4	-0.6	-0.8	-36.6	.
15	O=C(Nc1nnc(C2CC2)s1)C1CCCCC1	9.6	-6.7	1.4	11.4	-2.8	-1.2	-0.7	1.5	-9.5	1.8
16	O=C(NC(C(=O)N/N=C/c1cccc2ccccc12)c1n[nH]c(=O)c2ccccc12)c1ccccc1 (stereo unspecified)	.	7.7	-6.5	8.8	3.0	38.6*	-0.8	1.4	-20.8	2.2
17	CSc1cccc(-n2ccc(=O)c(C)c2C)c1	5.5	-2.7	-6.6	-0.5	-0.3	-0.4	-1.0	0.6	-4.5	2.0
18	O=C(NC(=S)NNC(=O)[C@H]1C[C@@H]1c1ccccc1)c1ccc(F)cc1	1.5	-5.7	7.6	.	-5.4	-3.8	1.7	-1.4	6.9	-5.8
19	Cc1nn(C)c(C)c1CCC(=O)O	-2.1	-3.3	0.8	-2.6	-0.2	0.2	0.1	3.4	-11.9	1.7
20	Fc1ccc(-n2c(-c3ccc4c(c3)OCO4)n[nH]c2=S)cc1Cl	.	1.5	-3.8	2.8	1.6	-0.5	-1.0	-0.9	-6.1	2.3
21	COc1cccc(NC(=O)NC2CCN(Cc3nnnn3Cc3ccc4c(c3)OCO4)CC2)c1	-3.1	11.6	0.1	3.6	0.1	-0.4	-0.8	2.1	12.3	1.5
22	Cc1ccc(OCC(=O)Nc2ccc(N(C)C)cc2)cc1	.	-1.8	7.9	-2.4	1.4	-13.5	-1.1	2.9	4.7	3.2
23	CN(CC(=O)Nc1ccc(Cl)c(C(F)(F)F)c1)C(=O)CCCc1nc2ccccc2c(=O)[nH]1	-6.9	1.9	-4.9	2.5	-1.9	-0.4	-0.5	-0.6	1.8	0.0
24	O=C1c2cccc3c(N4CCCCC4)ccc(c23)C(=O)N1c1ccccn1	.	1.1	-8.5	-16.3	0.0	-1.3	0.1	2.8	15.9	1.7
25	O=C(CC1SC(N2CCCC2)=NC1=O)Nc1ccc(C(=O)Nc2ncccc2O)cc1 (stereo unspecified)	24.3	11.0	-15.8	-3.7	1.9	-0.4	-0.6	-2.8	4.0	0.3
26	CN(C)c1ccc(-c2nc3ccccn3c2/N=C/c2ccc(Br)cc2)cc1	9.0	-2.5	-6.7	11.4	-0.3	0.5	0.4	-0.5	19.7	4.9
27	Cc1ccc(S(=O)(=O)N2CCOCC2)cc1C(=O)Nc1ccc2c(c1)CCC2	.	4.9	-7.2	10.2	-1.7	0.0	-1.7	2.0	-2.3	3.9
28	CCc1ccc2c(c1)/C(=N/OC)C(=O)N2	-2.5	6.7	11.5	.	2.3	-0.3	-3.7	1.6	1.6	0.2
29	COC(=O)[C@H]1[C@H]2C[C@@H]3c4[nH]c5cc(OC)ccc5c4CCN3C[C@H]2C[C@@H](OC(=O)c2cc(OC)c(OC)c(OC)c2)[C@@H]1OC	2.3	-0.9	-10.1	-3.5	-3.0	2.0	8.2	4.0	14.4	-2.9
30	CCOC(=O)C(C)Sc1ncnc2c1c(-c1ccccc1)cn2-c1ccc(OC)cc1 (stereo unspecified)	-4.3	9.4	-12.4	-0.9	-0.5	-13.9	-0.2	2.0	-11.3	2.4
31	CCCNC(=O)c1ccc(COc2cccc3ccccc23)o1	-1.1	3.9	17.1	0.4	0.1	-1.6	-1.4	1.8	-42.4	-1.1
32	O=C(O)CCC(=O)/C=C/c1ccccc1	0.0	1.7	-7.4	3.2	-1.2	-2.6	-0.3	2.7	-4.4	-1.3
33	O=C(CN1CCCc2ccccc21)N/N=C/c1ccccc1	5.1	9.8	-6.4	0.7	-1.9	0.8	-2.1	2.7	2.3	3.0
34	CCN(CC)C(=O)COc1ccc(/C(C)=N/NC(=O)c2ccccc2O)cc1	-0.9	15.9	-5.8	3.9	1.3	-2.3	0.0	3.7	15.5	1.0
35	COc1ccccc1N(Cc1ccccc1)S(=O)(=O)c1cccc(C(=O)N2CCCCC2)c1	-3.7	14.6	-17.6	7.0	0.5	-1.5	-3.4	5.8	10.1	-2.0
36	CCS(=O)(=O)N1CCC(C(=O)Oc2ccc(Br)cc2)CC1	4.0	5.7	12.5	2.3	-0.7	-2.4	.	2.3	0.0	2.7
37	CC(=O)c1cccc(N(C(=O)CNC(=O)c2ccco2)C(C(=O)NC2CCCC2)c2ccncc2)c1 (stereo unspecified)	-2.4	2.6	-11.2	-4.2	0.2	-0.8	-2.0	3.2	25.4	1.2
38	CCCCCn1c(Sc2ncccn2)nc2c1c(=O)[nH]c(=O)n2C	-1.8	-4.9	-7.5	-21.5	1.0	-1.5	-3.3	2.6	4.9	2.6
39	O=C(Cn1nnc2ccccc21)C1CC1	.	-1.8	-11.4	0.4	1.4	-2.7	-0.3	3.7	14.7	0.9
40	Cc1cc(C)n2nc(SCC(=O)N3CC(C)CC(C)C3)nc2n1 (stereo unspecified)	-0.8	-3.7	-5.9	-1.9	1.0	0.6	-0.2	1.0	38.3	-0.1
41	O=C(C1=C[C@H](C2CC2)C[C@H](OCCCCO)O1)N1CCN(Cc2ccc3c(c2)OCO3)CC1	2.6	-2.6	8.4	14.8	-1.1	-3.6	-1.6	1.2	-4.4	2.2
42	Cn1c(CCN2CCCCC2)nc2cc(NS(=O)(=O)c3ccc(Cl)cc3)ccc21	.	8.5	-4.7	6.1	-2.3	-1.2	-3.8	3.6	.	1.5
43	Cc1ccc(S(=O)(=O)N2[C@@H](c3ccc(Br)cc3)C(C(=O)O)=C[C@H]2C(C)(C)C)cc1	-3.4	-0.6	-6.7	6.4	-2.1	11.6	-0.3	1.5	-11.9	2.5
44	CCCc1cc(=O)oc2cc(OCC(=O)NC3CCN(Cc4ccccc4)CC3)ccc12	-2.3	2.0	-12.6	6.9	0.6	1.4	-1.3	0.9	27.0	2.6
45	CCCCCOC(=O)c1[nH]c2c(c1C)C(=O)C(C(=O)OC)C(C)C2 (stereo unspecified)	.	-3.7	-11.8	3.2	1.2	-4.7	-1.5	-0.7	12.1	3.5
46	CCOc1ccc(C(=O)Nc2cccc(C(=O)O)c2)cc1Cl	-0.2	4.0	-13.8	-2.9	1.7	1.9	-1.0	5.0	10.1	0.3
47	OC(CNCc1ccc(Cl)cc1)COc1ccccc1 (stereo unspecified)	-0.1	14.3	3.5	2.7	1.3	-4.8	0.3	3.2	9.6	-0.2
48	O=C(O)C(Oc1ccc2c3c(c(=O)oc2c1)CCC3)c1ccccc1 (stereo unspecified)	.	2.6	-16.4	0.5	-0.6	0.4	-5.1	3.6	2.3	1.3
49	CCOc1ccc(C(=O)NCC(=O)OCC(=O)Nc2nnc(-c3ccccc3)o2)cc1	-2.5	-1.0	-3.4	-6.8	0.0	-0.3	-1.1	1.4	3.5	0.6
50	CCOc1ccc(S(=O)(=O)Nc2c(C)n(C)n(-c3ccccc3)c2=O)cc1	0.2	-1.1	-15.2	5.7	-3.2	2.8	-0.5	2.8	-2.4	3.3
51	CC1CCN(c2ccc(C(=O)OCC(=O)NCCN3C(=O)CSC3=O)cc2[N+](=O)[O-])CC1	0.6	1.1	-10.1	17.2	-2.1	6.2	-0.5	-0.5	-1.1	0.0
52	O=C(Nc1ccccc1-c1ccccc1)NC1CCN(CC(=O)N2CCOCC2)CC1	.	0.4	-7.4	-11.5	-1.0	0.0	-1.6	4.0	-38.6	1.7

# Part of the list above in order of number of heavy atoms, lowest first.
nr	SMILES	Wnt act	Tat transport	PvdQ acylase	Rtt109 HAT inh	E coli growth	DAGLB inh	CAL PDZ inh	phage Ecoli inh	PfHsp90 set2	AddAB inh
48	O=C(O)C(Oc1ccc2c3c(c(=O)oc2c1)CCC3)c1ccccc1 (stereo unspecified)	.	2.6	-16.4	0.5	-0.6	0.4	-5.1	3.6	2.3	1.3
49	CCOc1ccc(C(=O)NCC(=O)OCC(=O)Nc2nnc(-c3ccccc3)o2)cc1	-2.5	-1.0	-3.4	-6.8	0.0	-0.3	-1.1	1.4	3.5	0.6
51	CC1CCN(c2ccc(C(=O)OCC(=O)NCCN3C(=O)CSC3=O)cc2[N+](=O)[O-])CC1	0.6	1.1	-10.1	17.2	-2.1	6.2	-0.5	-0.5	-1.1	0.0
